Screening results as filed in PubChem.
MsrA inh: bovine MsrA enzyme inhibitors, primary screen, biochemical, absorbance, HTS | 360,000 tested, 0.75% active | inhibition, % at 15.5 µM | purified bovine MsrA, absorbance read-out | Methionine sulfoxide reductase A (Bos taurus); in the data active = inhibition above about 4.5%;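 also: 0% = vehicle wells with enzyme and 100% = reference inhibitor wells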
* marks the source's active call; other numbers are inactive results. A portion of the library, so the mix of outcomes need not match the whole.

SMILES	MsrA inh
CCOC(=O)C1=CCN(S(=O)(=O)c2ccc(Br)cc2)C1c1cccc(Br)c1 (stereo not given)	0.9
C=CCN1C=C(C(=O)OCC)C(=O)CC1	0.1
COc1cccc(CNC(=O)CCCCCn2c(=S)[nH]c3ccc(N4CCOCC4)cc3c2=O)c1	-1.5
CCOC(=O)C1=C(C)N(CCCC(=O)O)C(=O)NC1c1ccc(C(F)(F)F)cc1 (stereo not given)	-1.2
CC(C)(C)OC(=O)N1CCC2CCN(S(=O)(=O)c3ccccc3)CC21 (stereo not given)	0.3
Cc1ccc2nc(-c3ccc(F)cc3)c(Cc3cccc(F)c3)n2c1	0.5
O=C(C(=O)N1CCN(C(=O)Cc2ccccc2)CC1)c1cccc(C(F)(F)F)c1	-0.2
Cc1[nH]nc2c1C(c1ccc(F)cc1)N(Cc1ccccc1)C2=O (stereo not given)	-0.3
COC(=O)C1=C(C)N(C)C(=NCc2ccc(OC)cc2)NC1c1cccc(C(F)(F)F)c1 (stereo not given)	-1.5
CC1CCCC(NC(=O)c2cn(C)c3ccc(S(=O)(=O)N4CCCC4)cc3c2=O)C1C (stereo not given)	0.0
NC(=O)[C@@H]1CCCN1C(=O)[C@@H](Cc1ccccc1)NC(=O)[C@H]1O[C@@H](n2ccc(=O)[nH]c2=O)[C@H](O)[C@@H]1O	-1.0
C#CCN1C(=O)[C@]2(OCCC=C[C@H]2C)c2ccccc21	0.4
Nc1[nH]c(C(=O)c2ccccc2)c(-c2ccc3ccccc3c2)c1C(=O)NCc1ccc(-c2ccccc2)cc1	0.5
Cc1ccc(S(=O)(=O)NCC2CCN(C(=O)C(=O)c3cc4ccccc4o3)CC2)cc1	1.6
C[C@@H]1CN([C@H](C)CO)C(=O)CCCn2cc(nn2)CO[C@H]1CN(C)C(=O)Oc1ccccc1	0.8
COC(=O)C1=C(C)N(Cc2ccc(C(F)(F)F)cc2)C(=NCC2CC2)NC1c1ccccc1C(F)(F)F (stereo not given)	-1.7
COC(=O)c1cc2c(c3c4cc(C#N)ccc4n(S(=O)(=O)c4ccc(C)cc4)c13)C(=O)N(C)C2	-0.6
CCOC(=O)N[C@H](C(=O)N1CCC[C@H]1C(=O)NCCc1ccccc1Cl)C1CCCCC1	-0.7
CN(C(=O)CCc1cn(C)c2ccccc12)c1ccc(Oc2cccnc2)cc1	-0.8
NC(=O)NN=C1CCC(O)CC1CC(=O)O (stereo not given)	-0.1
CC(C)CNc1cccc2c1S(=O)(=O)N[C@@H](Cc1ccccc1)CO2	0.2
CN1C(c2ccccc2)CC(C)(O)CC1c1ccccc1 (stereo not given)	0.2
O=Cc1cscc1[B-](F)(F)F	-0.3
O=C(CCc1c[nH]c2ccccc12)Nc1ccc(Nc2ccncc2)cc1	0.4
C[C@@H]1CN(C(=O)OC(C)(C)C)CCN1c1ccc(N2CC[C@H](O)C2)c(C#N)c1	1.0
O=C(NC1CCCCC1)OCCN1CCN(Cc2ccccc2)CCC1=O	-0.4
CC1CCCN(c2cccc3c2S(=O)(=O)N([C@H](C)c2ccccc2)C[C@@H](COCc2ccccc2)O3)C1 (stereo not given in full)	-1.9
C=CCN=C1NC(c2cccc(Cl)c2)C(C(=O)OC)=C(C)N1C (stereo not given)	0.9
O=C(Cc1ccccc1)N1O[C@H]2C=C[C@@H]1C2	-0.4
CC(C)=CC(=O)NCC1CCN(C(=O)C(=O)c2cc3ccccc3o2)CC1	1.2
O=C1NC(Cc2ccccc2)c2nc3cc(F)ccc3c(=O)n2-c2ccc(Cl)cc21 (stereo not given)	1.2
COC(=O)CCN(Cc1cccc(OC)c1OC)S(=O)(=O)c1ccccc1Br	-1.0
Cc1sc(CO)c(Sc2ccccc2)c1C(=O)O	-0.6
NC(=O)c1c(N)[nH]c(C(=O)c2ccccc2)c1-c1ccccc1Cl	0.7
Cc1ccccc1C(=O)N[C@H](C(=O)N1CCC[C@H]1C(=O)NCc1ccccc1)c1ccccc1	-1.6
CC(C)C[C@H]1COc2cccc(N3CCOCC3)c2S(=O)(=O)N1	-0.2
COC(=O)C1=C(C)N(Cc2cccc(C(F)(F)F)c2)C(=NCc2ccc3c(c2)OCO3)NC1c1cccc(F)c1 (stereo not given)	-2.5
Nc1[nH]c(C(=O)c2ccc(Br)cc2)c(-c2ccc3c(c2)OCO3)c1C(=O)NCCc1c[nH]c2ccccc12	1.1
COc1ccccc1CN1Cc2ccccc2Oc2ccccc2S1(=O)=O	-0.1
COC(=O)[C@]12C[C@H](CC(=O)NCC3CCCCC3)C(=O)N(CCC3=CCCCC3)C1=C[C@H](C(C)(C)C)O[C@@H]2C	0.4
O=Nc1ccccn1	0.4
COCc1cc(N2CCN(C(=O)OC(C)(C)C)C[C@H]2C)ccc1N1C[C@@H](C)O[C@@H](C)C1	-1.2
Cc1cccc(NC(=O)C(=O)NCCCc2ccccc2)c1	0.4
C=CCN=C1NC(c2ccccc2)C(C(=O)OC)=C(C)N1C (stereo not given)	0.3
Cc1ccc(Cc2c(-c3ccc(C#N)cc3)nc3ccc(C)cn23)cc1	-0.1
C[C@H](c1ccccc1)N1C[C@@H](COCc2ccccc2)Oc2cccc(Oc3ccccc3)c2S1(=O)=O	1.3
CCc1ccc(/C=C2\SC(=S)N(CCC(=O)NC3=NCCS3)C2=O)cc1	-1.2
CCCCC#Cc1ccccc1COC[B-](F)(F)F	0.8

The last three records of the section above lead into the next:
SMILES	MsrA inh
C[C@H](c1ccccc1)N1C[C@@H](COCc2ccccc2)Oc2cccc(Oc3ccccc3)c2S1(=O)=O	1.3
CCc1ccc(/C=C2\SC(=S)N(CCC(=O)NC3=NCCS3)C2=O)cc1	-1.2
CCCCC#Cc1ccccc1COC[B-](F)(F)F	0.8
O=C(NCc1ccccc1)[C@H]1CCCN1C(=O)[C@H]1CCCN1C(=O)c1cc(F)cc(F)c1	0.2
Cc1c(C(=O)O)sc(S(=O)(=O)N2CCNCC2)c1C(=O)O	-1.3
COc1cccc(CC(=O)N2CCN(C(=O)C(=O)c3ccc(OC)c(OC)c3)CC2)c1	1.6
O=C(NNC(=O)c1ccccc1C(=O)O)c1ccc(-c2ccccc2)cc1	-0.4
CCN=C1NC(c2ccc(C(F)(F)F)cc2)C(C(=O)OC)=C(C)N1Cc1ccccc1C(F)(F)F (stereo not given)	-0.3
CC(C)[C@H](N)C(=O)N[C@H](C(=O)N1CCC2CCN(Cc3ccccc3)CC21)C(C)C (stereo not given in full)	0.4
Cc1ccnc(NS(=O)(=O)c2ccc3c(c2)CCO3)c1	0.0
O=C(C(=O)N1CCN(C(=O)C2CCC2)CC1)c1cccc(C(F)(F)F)c1	-0.5
COC(=O)[C@]12C[C@H](CC(=O)NCC34CC5CC(CC(C5)C3)C4)C(=O)N(CCC3=CCCCC3)C1=C[C@H](COCc1ccccc1)O[C@@H]2C	0.5
COC(=O)Cc1nnn2c1[C@H](C)[C@H](c1ccccc1Br)OC[C@H](C)C2	-0.5
N#Cc1ccc(S(=O)(=O)N2CCCc3nc(-c4ccc(Br)cc4)ccc32)cc1	-0.2
O=c1ccn(C2CC(O)C(COC(c3ccccc3)(c3ccccc3)c3ccccc3)O2)c(=O)[nH]1 (stereo not given)	1.9
COc1ccc2nc(-c3ccc(CN4CCC(c5nc6ccccc6[nH]5)CC4)cc3)c(-c3ccccc3)nc2c1	-1.2
COC(=O)[C@]12C[C@H](CC(=O)N3CCC(c4ccccc4)CC3)C(=O)N(Cc3ccccc3)C1=C[C@H](C(C)(C)C)O[C@@H]2C	0.1
COc1ccc(S(=O)(=O)N2CCCc3nc(-c4ccc(Br)cc4)ccc32)cc1	1.1
Fc1ccc(-c2ccc3c(n2)CCCN3Cc2ccccc2C(F)(F)F)cc1	1.4
Cc1ccc(Cc2cnc(NC(=O)C3=NCCN3)s2)cc1	0.4
CC(C)CCN(C)[C@H]1C[C@H]2c3[nH]c4ccccc4c3CCN2C[C@H]1[C@H](C)O	0.9
CCOC(=O)C1=C(C)N(CCCC(=O)O)C(=O)NC1c1ccccc1OC(=O)c1cccs1 (stereo not given)	-0.7
COC(=O)C1=C(C)N(Cc2ccccc2C(F)(F)F)C(=NCc2ccc3c(c2)OCO3)NC1c1ccccc1C(F)(F)F (stereo not given)	0.6
CCC(C)N(Cc1ccc(OC)cc1OC)S(=O)(=O)c1cc(Br)ccc1Br (stereo not given)	-0.3
COc1ccc(/C=N/NC(=O)c2cccnc2)cc1Cn1nc([N+](=O)[O-])c(Br)c1C	2.5
Cc1cccc(-c2ccc3c(c2)[C@@H]2C[C@H]4[C@@H](CN2CC3)[C@H](C)ON4C)c1	-0.2
COC(=O)C1=C(C)N(Cc2ccccc2)C(=S)NC1c1ccc(Br)cc1 (stereo not given)	0.8
O=S(=O)(Nc1cc(Sc2cccc3cccnc23)c(O)c2ccccc12)c1ccccc1	0.9
O=S1(=O)N[C@H](Cc2ccccc2)COc2cc(F)ccc21	-0.5
COc1cccc(C(=O)N[C@H](C(=O)N2CCC[C@H]2C(=O)NCc2ccccc2)c2ccccc2)c1	0.3
C[C@H](CO)N1C[C@H](C)[C@@H](CN(C)C(=O)c2ccncc2)OCc2cn(nn2)CCCC1=O	-0.1
CC(NC(=O)C(NC(=O)OCc1ccccc1)C(C)O)C(=O)OCc1ccccc1 (stereo not given)	-0.8
C#CC1c2ccccc2CCN1CC=C (stereo not given)	-0.8
Cc1ccc(C2=N/C(=C\c3coc4ccccc4c3=O)C(=O)O2)cc1	0.4
CCOC(=O)C1CSCCS(=O)(=O)N1Cc1ccc(F)cc1 (stereo not given)	-0.6
O=C(O)[C@H](Cc1ccccc1)NC(=O)[C@H]1O[C@@H](n2ccc(=O)[nH]c2=O)[C@H](O)[C@@H]1O	0.2
Cc1ccc(C)c(CN2CCC(CNC(=O)C3CCCN(c4ncnc5c4nc4n5CCCCC4)C3)CC2)c1 (stereo not given)	1.2
Cc1cc(N2CCNC[C@H]2C)ccc1N1CCN(Cc2ccccc2)[C@@H](C)C1	1.5
CCOc1ccc(C(=O)Oc2ccc(NC(C)=O)cc2)cc1	-0.4
CN(C)/C=C1/C(=O)N(c2ccc([N+](=O)[O-])cc2)N=C1c1ccccc1	2.5
COC(=O)C(CC(C)C)N(Cc1ccc(Br)cc1)S(=O)(=O)CCl (stereo not given)	-0.7
COc1cc(Nc2cc(C)n(-c3ccc(Cl)c(OC)c3)c(=O)c2)ccc1Cl	1.4
CC(C)[C@H](NS(=O)(=O)c1ccc(F)cc1F)C(=O)N1CCC[C@H]1C(=O)NCCc1ccccc1Cl	0.3
O=C(C(=O)N1CCC(CNS(=O)(=O)c2cc(C(F)(F)F)cc(C(F)(F)F)c2)CC1)c1cc2ccccc2o1	1.0
Cc1ccccc1C1=CC(=O)CC(C)(C)C1=O	-0.1
COc1ccc(N(CC(=O)N/N=C(\C)c2cccs2)S(=O)(=O)c2ccccc2)cc1Cl	0.1
COC(=O)[C@]12C[C@H](CC(=O)N3CCCCC3)C(=O)N(Cc3ccccc3)C1=C[C@H](C(C)C)O[C@@H]2C1CC1	0.5
COC(=O)[C@]12C[C@H](CC(=O)NCc3ccc(OC)c(OC)c3)C(=O)N(Cc3ccccc3)C1=C[C@H](C1CCCC1)O[C@@H]2C	0.0
CN(N=Cc1ccc(N(C)C)cc1)C(=O)c1ccccc1N	5.3*
CC(C)[C@@H]1CC[C@@H](C)C[C@H]1OC[B-](F)(F)F	0.1
CCNC(=O)O[C@@H]1C=C[C@@H](C#Cc2ccc(C(C)(C)C)cc2)O[C@@H]1COC(C)=O	0.4
COc1ccc(C2CC(=O)C(c3cc(OC)c(OC)c(OC)c3)=CN2Cc2ccccc2)cc1 (stereo not given)	-0.3
C=CCNc1cccc2c1S(=O)(=O)N[C@H](Cc1ccccc1)CO2	-0.3
NC(=S)Nc1nc2ccccc2[nH]c1=O	2.0
O=C(C(=O)N1CCN(C(=O)c2cccs2)CC1)c1cccc(C(F)(F)F)c1	0.2
O=C(N[C@@H](Cc1cccnc1)C(=O)N1CCC[C@H]1C(=O)NCCc1ccccc1Cl)C1CCCC1	0.1
Cc1ccccc1NC(=O)N(C)[C@H]1C[C@H]2c3[nH]c4c(-c5ccccc5)cccc4c3CCN2C(=O)[C@H]1[C@H](C)O	-1.0
COc1ccc(NC(=O)N(C)C[C@H]2OCc3cn(nn3)CCCC(=O)N([C@H](C)CO)C[C@@H]2C)cc1	2.2
Cc1ccccc1-c1ccc2c(c1)[C@@H]1C[C@H]3[C@@H](CN1CC2)[C@H](C)OC(c1ccccc1)N3C (stereo not given in full)	-0.6
Cc1ccc(C2NC(C(=O)O)CS2)cc1 (stereo not given)	0.7
COC(=O)C1=C(C)N(Cc2ccc(Br)cc2)C(=S)NC1c1ccc(F)cc1 (stereo not given)	1.7
COC(=O)c1c(-c2ccc(OC)cc2)c2c(c3c4ccccc4n(S(=O)(=O)c4ccc(C)cc4)c13)C(=O)N(C)C2	1.6

Six successive records from above, quoted:
SMILES	MsrA inh
Cc1ccccc1NC(=O)N(C)[C@H]1C[C@H]2c3[nH]c4c(-c5ccccc5)cccc4c3CCN2C(=O)[C@H]1[C@H](C)O	-1.0
COc1ccc(NC(=O)N(C)C[C@H]2OCc3cn(nn3)CCCC(=O)N([C@H](C)CO)C[C@@H]2C)cc1	2.2
Cc1ccccc1-c1ccc2c(c1)[C@@H]1C[C@H]3[C@@H](CN1CC2)[C@H](C)OC(c1ccccc1)N3C (stereo not given in full)	-0.6
Cc1ccc(C2NC(C(=O)O)CS2)cc1 (stereo not given)	0.7
COC(=O)C1=C(C)N(Cc2ccc(Br)cc2)C(=S)NC1c1ccc(F)cc1 (stereo not given)	1.7
COC(=O)c1c(-c2ccc(OC)cc2)c2c(c3c4ccccc4n(S(=O)(=O)c4ccc(C)cc4)c13)C(=O)N(C)C2	1.6
